HTT cytoprotect – qHTS Multiplex Assay to Identify Dual Action Probes in a Cell Model of Huntington: Cytoprotection (ATP). PC12 HTT-Q103 induced, cytoprotection, ATP luminescence, 40 h. Potency, µM (highest dose often 56.4 µM), without a hit: cytoprotection (ATP increase), most hits filed as activators. 230,000 compounds, 0.14% hits. AID 1471, 2008;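 also: % of control where 0% means no effect; nearly all actives have a fitted effect of over 45% in size; toxic huntingtin expression switched on by the ecdysone agonist tebufenozide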
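ATP quantification (ATPlite) reports survival of PC12 cells in which tebufenozide, 100 nM final, switches on Htt exon 1 with 103 glutamines linked to GFP; compounds are titrated.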
TexasRed fluor – Total Fluorescence Counterscreen for Inhibitors of the Interaction of Thyroid Hormone Receptor and Steroid Receptor Coregulator 2; TRb/SRC2 Texas Red total fluorescence interference; Potency, µM (series often up to 106 µM), without a hit: at the highest dose fluorescence change, negative = quenching; 280,000 compounds, 0.29% hits; active = well fitted curve in either direction with a large enough effect; inconclusive = small, poorly fitted or top-dose-only effect; also: % is scaled to controls: 0 for no effect and ±100 for the full control effect
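Flags fluorescent or light-absorbing compounds by total fluorescence, S + 2P, at 555 nm excitation and 632 nm emission. Mixture: 20 nM Texas Red SRC2 peptide, 0.6 uM human TRb LBD, 1 uM T3, 5% DMSO; compound exposure 5 h at ambient temperature.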
Tau fluor cs – Counterscreen qHTS for Inhibitors of Tau Fibril Formation, Fluorescence Polarization | 280,000 compounds, 0.93% hits | Potency, µM (top dose mostly 57.7 µM), inactives show at the top dose activity change, negative = decrease | tau K18 P301L Alexa594 fluorescence, heparin fibrillization; also: % is scaled to controls: 0 for no effect and ±100 for the full control effect; nearly all actives have a fitted effect of over 55% in size
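Human K18 P301L tau (15 uM unlabeled plus 0.24 uM Alexa 594-labeled, final) in 100 mM sodium acetate pH 7 was mixed with compound and 20 uM heparin and incubated 6 hr at 37 C.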
TRb-SRC2 inh – qHTS for Inhibitors of the Interaction of Thyroid Hormone Receptor and Steroid Receptor Coregulator 2; Thyroid hormone receptor beta (Homo sapiens), P10828; TRbeta-SRC2 peptide binding, fluorescence polarization; receptor liganded with 1 µM T3; Potency, µM (series often up to 106 µM), without a hit: at the top dose activity change, negative = inhibition, usual class: inhibitors; 280,000 compounds, 0.065% hits; AID 1469, 2008;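 also: plate controls were bound peptide for no effect and peptide without receptor for full effect; nearly all actives have a fitted effect of over 50% in size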
Target sequence (P10828 whole entry, looked up): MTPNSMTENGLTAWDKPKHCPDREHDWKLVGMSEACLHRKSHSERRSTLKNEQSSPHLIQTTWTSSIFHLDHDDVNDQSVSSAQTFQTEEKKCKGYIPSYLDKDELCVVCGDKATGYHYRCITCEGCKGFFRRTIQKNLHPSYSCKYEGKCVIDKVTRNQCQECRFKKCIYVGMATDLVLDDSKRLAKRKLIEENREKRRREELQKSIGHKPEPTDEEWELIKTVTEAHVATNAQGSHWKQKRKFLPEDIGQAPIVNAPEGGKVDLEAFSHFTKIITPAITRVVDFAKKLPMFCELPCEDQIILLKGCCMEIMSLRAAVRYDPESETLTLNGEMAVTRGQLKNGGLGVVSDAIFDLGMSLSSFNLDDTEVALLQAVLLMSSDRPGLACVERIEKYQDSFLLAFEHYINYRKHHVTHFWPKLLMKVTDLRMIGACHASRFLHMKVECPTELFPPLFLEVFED
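Each compound concentration gave % activity, normalized to unbound and bound Texas Red SRC2 controls, from polarization read after 5 hr ambient incubation with T3-loaded human TRb LBD.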
Tau FP inhib – qHTS for Inhibitors of Tau Fibril Formation, Fluorescence Polarization; Microtubule-associated protein tau (Homo sapiens), P10636; Potency, µM (doses to about 57.7 µM), for the others: at the highest dose activity, negative = inhibition, usual class: inhibitors; 280,000 compounds, 0.39% hits; K18 P301L tau heparin fibrillization, Alexa594 FP, 6 h; AID 1468, 2008; also: % is scaled to controls: 0 for no effect and ±100 for the full control effect; nearly all actives have a fitted effect of over 55% in size
Target sequence (P10636 561-689 P618L limits assumed): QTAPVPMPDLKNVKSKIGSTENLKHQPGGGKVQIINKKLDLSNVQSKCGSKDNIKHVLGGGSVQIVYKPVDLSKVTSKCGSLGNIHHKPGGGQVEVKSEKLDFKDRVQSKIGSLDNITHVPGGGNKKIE
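Compound effects on tau fibrillization are measured by Alexa 594 fluorescence polarization (ex 555, em 632 nm). K18 P301L tau is used at 15 uM with 0.24 uM labeled tracer, and 20 uM heparin induces aggregation over 6 hr at 37 C.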
L3MBTL1 inh – qHTS Assay for the Inhibitors of L3MBTL1; Lethal(3)malignant brain tumor-like protein 1 (Homo sapiens), Q9Y468; AlphaScreen L3MBTL1–H3K9me1 peptide binding; Potency, µM (titrated, usually from 57.1 µM), without a hit: top-dose activity, negative = inhibition, most hits filed as inhibitors; 230,000 compounds, 0.66% hits; AID 485360, 2010; also: % is scaled to controls: 0 for no effect and ±100 for the full control effect; nearly all actives have a fitted effect of over 60% in size
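AlphaScreen assay: L3MBTL1 (50 nM final) was preincubated 30 min at room temperature with biotinylated H3(1-15)K9me1 peptide (75 nM final), then 30 min with library compounds; streptavidin donor and nickel chelate acceptor beads (10 ug/mL final) added, 30 min dark.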
Tau fibril ThT – qHTS for Inhibitors of Tau Fibril Formation, Thioflavin T Binding; 270,000 compounds, 2.1% hits; recombinant tau K18 P301L (four-repeat tau fragment), heparin-induced fibrillization, ThT fluorescence; Potency, µM (series often up to 57.4 µM), without a hit: at the highest dose activity, negative = inhibition, most hits filed as inhibitors; Microtubule-associated protein tau (Homo sapiens), P10636; also: % is scaled to controls: 0 for no effect and ±100 for the full control effect; nearly all actives have a fitted effect of over 55% in size
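Heparin-induced (20 uM) aggregation of recombinant human K18 P301L tau, 15 uM unlabeled with 0.24 uM labeled, pH 7 acetate buffer, 6 hr at 37 C with compound. Fibrils quantified by 30 uM ThT fluorescence after 1 hr ambient incubation.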
RECQ1 inh – qHTS Assay for Inhibitors of RecQ-Like Dna Helicase 1 (RECQ1) | Potency, µM (titrated, usually from 57.3 µM), for the others: at the highest dose activity, negative = inhibition, hits mostly inhibitors | 240,000 compounds, 0.54% hits | ATP-dependent DNA helicase Q1 (Homo sapiens), P46063 | RECQ1 DNA unwinding, red fluorescence kinetic read | AID 2549, 2010;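 also: plate controls were vehicle for no effect and no enzyme for full effect; nearly all actives have a fitted effect of over 30% in size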
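50 nM RECQ1T1 preincubated 15 min with compound in Tris pH 8.0 buffer with MgCl2, DTT, Tween-20 and 2.5 ug/ml poly(dI-dC); started with 200 nM TAMRA/BHQ-2 forked duplex and 2 mM ATP. Unwinding read as fluorescence (525/598 nm), two reads 2 h apart.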
* = called active by the depositor; i = inactive; ? = inconclusive; / = no result given; & = joins results of further samples; [ ] = dose if it differs, or a comment. Unless noted, calls follow the shape of the dose curve; as a rule, active = well fitted curve in the direction sought with a large enough effect; inconclusive = small, poorly fitted or top-dose-only effect, or another doubt; inactive = no such curve, though single readings can be large; an effect the other way counts as inactive or inconclusive. Potency is read from the fitted curve at half-maximal effect.

| smiles | HTT cytoprotect | TexasRed fluor | Tau fluor cs | TRb-SRC2 inh | Tau FP inhib | L3MBTL1 inh | Tau fibril ThT | RECQ1 inh |
| --- | --- | --- | --- | --- | --- | --- | --- | --- |
| COCc1nnc(NC(=O)CC(c2ccccc2)c2ccccc2)s1 | 5% | 0% | 0% | 1% | 2% | -11% | 2% | 3% |
| COc1ccccc1-c1coc2cc(OCC(=O)OCc3ccccc3)ccc2c1=O | -10%[10 µM] | -8% | -19% | 2% | -10% | 3% | ? | -11% |
| CCCOC(=O)C1=C(C)NC2=C(C(=O)CCC2)C1c1cc(OC)ccc1OC (centres undefined) | -11% | -2% | -12% | -9% | 0% | / | -4% | 1% |
| COC1CCC(C(=O)c2ccc3nc4c(cc3c2)CCCO4)CC1 (centres undefined) | -111%[inhibitor] | -5% | -8% | -4% | -8% | / | -10% | -7% |
| CC(=O)Nc1ccc(S(=O)(=O)NC2=NCN(CCO)CN2)cc1 | / | 2% | -9% | -2% | -6% | / | -3% | / |
| CCOC(=O)c1c(NC(=O)c2nc(SC(C)C)ncc2Cl)sc2c1CCCC2 | / | 1% | 0% | -3% | -1% | / | -14% | / |
| Clc1ccc(-c2cc3ccccc3nc2N2CCOCC2)cc1 | -47%[inhibitor] | 0% | -3% | -6% | 11% | 118%[activator] | -13% | -6% |
| CCC(=O)N1c2ccccc2CC1C(=O)NCCc1ccc(C)cc1 (centres undefined) | / | -2% | 4% | -2% | -1% | / | 8% | / |
| Cc1ccc(S(N)(=O)=O)c(C)c1N1CCCC1=O | 0%[10 µM] | -2% | 0% | -1% | 2% | 59%[activator] | -4% | -1% |
| O=C(CCCC(=O)N/N=C/c1ccccc1C(=O)O)N/N=C/c1ccccc1C(=O)O | 8%[10 µM] | 0% | -6% | 3% | 8% | 1% | 1% | -4% |
| CCc1ccc(NC(=O)CSc2ccc(-c3ccccn3)nn2)cc1 | / | -3% | -2% | -10% | -6% | / | -2% | / |
| N#Cc1ccc(NC(=O)COCc2cc(-c3ccc(F)cc3)on2)cc1 | / | -2% | -25% | -2% | -19% | / | -9% | / |
| O=c1c2ccccc2nc(-c2ccccc2)n1Cc1ccco1 | 0% | -3% | -10% | -1% | -5% | 0% | -3% | -3% |
| CCOC(=O)Cc1csc(NC(=O)c2ccc(C)cc2)n1 | 10%[10 µM] | 1%[53 µM] | -12% | 2%[53 µM] | -5% | 2% | -12% | i |
| CCCN1C(=O)C(Cc2nc3ccccc3c(=O)n2C)c2ccccc21 (centres undefined) | -20% | -4% | -6% | -5% | -4% | -5% | -3% | -4% |
| COCCn1c(Sc2nc(C)cs2)nc2c1c(=O)[nH]c(=O)n2C | -29%[0.074 µM] | 1% | -3% | -1% | 12% | 5% | -8% | -13% |
| CC(=O)N(c1ccccc1)c1ccc([N+](=O)[O-])cc1[N+](=O)[O-] | 8%[0.074 µM] | 0% | 1% | 3% | 1% | -9% | -2% | -8% |
| Cc1[nH]nc(SCC(=O)NC2CCCCC2)c1[N+](=O)[O-] | 25% | -1% | -11% | -8% | -8% | / | ? | -12% |
| CC1(C)C(=O)OC(c2ccccc2)C(C)(C)C1=O (centres undefined) | -7%[10 µM] | -1% | 8% | 2% | 3% | 3% | 7% | -4% |
| COc1ccccc1Cc1nc2ccccc2nc1SCC(=O)NCc1ccccc1Cl | / | 2% | -4% | 0% | 0% | / | 5% | / |
| COc1ccc(CC(=O)Nc2nccs2)cc1OC | -31%[inhibitor][10 µM] | 0% | -5% | -2% | 6% | -4% | -12% | -3% |
| CCCCSC1=N/C(=C/c2ccsc2)C(=O)N1c1ccccc1 | 24%[10 µM] | -2% | -22% | 1% | -10% | 56%[activator] | ? | -5% |
| CCN(CC)S(=O)(=O)c1cccc(NC(=O)c2ccc(Br)cc2)c1 | 0%[10 µM] | 0% | ? | 9% | ? | -3% | 1% | -3% |
| COc1ccc(-c2cc(C)no2)cc1S(=O)(=O)N1CCOc2ccccc21 | / | -1% | ? | -5% | -14% | / | -1% | / |
| Cc1cc(NC(=O)COC(=O)C2CCC2)no1 | -24% | -3% | 4% | -8% | 3% | / | 2% | 0% |
| COc1cccc(NC(=O)c2nn(-c3ccc(OC)cc3OC)c(=O)c3ccccc23)c1 | 3% | -1% | -7% | 6% | -5% | / | -4% | 3% |
| Cc1ccc(N(CC(=O)Nc2ccc(C)c(F)c2)S(=O)(=O)c2c(C)n[nH]c2C)cc1 | / | -1% | ? | 6% | -9% | / | 5% | / |
| NC(=O)CN1CCN(S(=O)(=O)c2ccc(Cl)cc2)CC1 | -27% | 0% | 3% | -7% | 1% | 1% | 1% | i |
| Cc1ccc(N2CCN(C(=O)N3CCCC3)CC2)cc1C | -7%[10 µM] | 0% | -10% | -2% | 8% | / | -16% | i |
| O=C(Nc1cc(Cl)cc(Cl)c1)c1cc(S(=O)(=O)N2CCc3ccccc3C2)ccc1F | / | -1% | -5% | 8% | ? | / | 16% | / |
| N#Cc1c(NC(=S)NC(=O)c2ccccc2)sc2c1CCCC2 | 6%[10 µM] | -6% | -9% | -5% | -1% | -6% | -16% | -4% |
| CCCCOc1ccc(-c2ncc([N+](=O)[O-])cn2)cc1 | -4%[10 µM] | -3% | -4% | 2% | 13% | -19% | ? | -4% |
| CCc1ccc(OCC(=O)N(Cc2ccc(C)o2)C2CCS(=O)(=O)C2)cc1 (centres undefined) | / | 7% | -19% | -15% | -8% | / | -13% | / |
| O=C1OC2(CCCC2)OC(=O)C1=Cc1c[nH]c2ccccc12 | 18%[10 µM] | -1% | 2%[2.34 µM] | 0% | -9%[2.34 µM] | 1% | 2% | 4% |
| Fc1ccc(-c2csc(/C=C/c3ccc4c(c3)OCO4)n2)cc1 | 11%[10 µM] | -1% | -14% | 11% | -1% | 30% | -16% | -8% |
| O=C(Nc1nc2ccc(SC(F)F)cc2s1)c1ccc2c(c1)S(=O)(=O)c1ccccc1C2=O | -56%[inhibitor][10 µM] | -1% | 1% | 10% | 4% | -9% | 11% | -2% |
| O=C(CSc1ncnc2nc[nH]c12)c1ccc2ccccc2c1 | 25%[10 µM] | -2% | -25% | -4% | ? | 22% | ? | -4% |
| COc1cccc(CC2(CO)CCN(CC3=CC[C@H]4C[C@@H]3C4(C)C)CC2)c1 | 10%[10 µM] | -7% | 3%[2.34 µM] | -1% | 5% | 10% | -2% | i |
| CCCCOc1ccc(CSc2ncn[nH]2)cc1 | -17% | -2% | -6% | -2% | 0% | 4% | -9% | -9% |
| COC(=O)/C(C#N)=C/c1ccc(C)o1 | -23% | 1% | 0% | 0% | -2% | 13% | -4% | -10% |
| COc1ccc(C2/C=C\CN(C(=O)CC(C)C)CC(=O)N2Cc2ccc(F)cc2)cc1 (centres undefined) | 6%[10 µM] | 0%&-3% | -10% | 4%&-2% | 2% | / | -7% | 0% |
| COc1ccccc1NC(=O)c1ccc(COc2ccc(C)c(C)c2)o1 | / | 1% | ? | -1% | 0% | / | ? | / |
| CCCCNC(=S)NC(=O)c1ccccc1Br | 29%[0.074 µM] | 0% | 1% | 6% | 2% | 6% | -1% | -1% |
| O=c1ccc2cc3c4c(c2o1)CCCN4CCC3 | 9%[10 µM] | -1%[53 µM] | -16% | 2%[53 µM] | -14% | 5% | ? | ? |
| O=C(/C=C/c1ccc(Cl)cc1Cl)c1ccc[nH]1 | 11% | -1% | -10% | 0% | -6% | ? | ? | 18% |
| CCOc1ccc(CCNC(=O)CSc2nn(-c3ccc(C)c(Cl)c3)c(=S)s2)cc1OCC | 7%[10 µM] | 2% | 4% | -6% | 6% | -4% | 7% | -3% |
| OC1(c2ccc(Cl)cc2)CN(c2ccccc2)C2=[N+]1CCS2 (centres undefined) | 26% | 1% | -12% | -12% | 0% | / | -21% | -5% |
| CCn1cc(S(=O)(=O)CC(=O)Nc2ccc(C)cc2)c2ccccc21 | -10% | 0% | -11% | -11% | -11% | 6% | -5% | ? |
| COCCn1c(SCC(=O)N2CC(=O)Nc3ccccc32)nc2ccccc2c1=O | -6% | -1% | -3% | -9% | 1% | / | -9% | -2% |
| COc1ccc(OC)c(CNC(=O)C2CCN(S(=O)(=O)c3cn(C)cn3)CC2)c1 | / | -1% | 14% | 1% | 14% | / | 9% | / |
| Cc1ccc(C)c(N2CCN(C(=O)CCc3nnc4n(C)c(=O)c5ccccc5n34)CC2)c1 | / | 5% | -16% | -10% | 0% | / | -15% | / |
| CCOc1ccc(NC(=O)c2sc(NC(C)=O)c(C(=O)OC)c2C)cc1 | 3%[10 µM] | 0% | 9% | -3% | 3% | 10% | 6% | i |
| O=C(Nc1cccc(Cl)c1)c1cc(-c2ccc3c(c2)OCCO3)on1 | / | 10µM*[quencher] | -20% | -10% | ? | / | ? | / |
| CC(=O)NS(=O)(=O)c1ccc(NC(=O)c2cc3c(=O)n4ccccc4nc3s2)cc1 | 15%[10 µM] | -6% | 1% | 2% | 7% | -1% | 1% | 8% |
| O=C(Nc1cccc(-c2cn3ccccc3n2)c1)c1ccccc1 | -86%[inhibitor] | -7% | -7% | 0% | -2% | -16% | 1% | 21% |
| COc1ccc(-n2nc(C(=O)NCC(=O)N3CCN(C)CC3)c3ccccc3c2=O)cc1OC | 7% | 1% | 0% | -10% | 1% | / | -2% | i |

This is a subset. The share of hits here may be higher or lower than overall.
